# NPY Y1 blocker = antagonists of human neuropeptide Y receptor Y1; AID 1040; 1% of 200,000 active; inhibition, % at 3.6 µM; P25929; HEK293-CNG Y1 cells, membrane potential fluorescence; NPY at EC95, then isoproterenol;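 active means inhibition above the campaign mean inhibition of all tested compounds plus 3 SD, cut at about 20% in these data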;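 further: 0% = DMSO wells given NPY plus isoproterenol and 100% = isoproterenol alone without NPY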
# Target sequence (P25929 whole entry, looked up): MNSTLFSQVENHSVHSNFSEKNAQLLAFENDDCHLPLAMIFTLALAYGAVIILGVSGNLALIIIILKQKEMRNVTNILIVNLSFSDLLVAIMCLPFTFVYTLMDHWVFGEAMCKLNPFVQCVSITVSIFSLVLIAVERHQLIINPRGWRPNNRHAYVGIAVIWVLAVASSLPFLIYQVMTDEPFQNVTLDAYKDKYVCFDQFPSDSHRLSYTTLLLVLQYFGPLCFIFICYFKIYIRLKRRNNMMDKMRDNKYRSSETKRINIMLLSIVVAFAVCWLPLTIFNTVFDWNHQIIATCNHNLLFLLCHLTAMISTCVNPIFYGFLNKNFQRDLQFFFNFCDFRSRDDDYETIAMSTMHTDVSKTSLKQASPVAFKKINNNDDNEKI
#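 Assay system: HEK293 Y1/CNG channel cell line; Doses: single compound dose of 3.6 µM, 0.4% DMSO; Timing: dye 3 h, compound 60 min room temperature, stimulation 45 min; Technique: Membrane-potential fluorescent dye readout; Measure: % inhibition of NPY effect.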
# 14-3-3 Bad PPI = disrupts binding of bovine 14-3-3 zeta to phospho-Bad peptide | P63103 | TR-FRET 14-3-3zeta/Dy647-pBad peptide displacement, 1 h | inhibition, % at 21.7 µM | 0.71% of 220,000 active | AID 781;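 active means inhibition above about 70%, limit read from the data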;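 further: 0% = full 14-3-3 plus peptide FRET controls and 100% = background without 14-3-3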
# NPY1 pot ag = potentiates or activates human NPY-Y1 receptor; NPY-Y1 expressing cells, potentiator/agonist activation; activation, % at 3.6 µM; 0.37% of 220,000 active; in the data active means activation above about 33%, passing the limit was not always enough;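 further: cells stimulated with NPY at EC10 then isoproterenol at EC100; 0% = low agonist plus stimulus and 100% = saturating agonist plus stimulus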
# PGE2 EP2 inh = blocks the human prostaglandin E2 receptor EP2; C6 glioma cells expressing human EP2, cAMP TR-FRET; cells stimulated with saturating PGE2; inhibition, % at 25 µM; 0.52% of 260,000 active; AID 1422;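 active means percent inhibition above 40 after rounding to a whole number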;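 further: rat C6 glioma host cells with rolipram phosphodiesterase inhibitor present; the protocol text gives 20 µM as final concentration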
# TRPN1 ag = zebrafish TRPN1 (NompC) channel agonism | 0.18% of 220,000 active | HEK293 zebrafish TRPN1-YFP, Fluo-8 calcium fluorescence; 100% = response to 87 µM carbachol | activation, % at 3 µM;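 active means activation above its plate's cutoff, the mean activation of test wells on that plate plus 3 SD, cut at about 19% in these data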;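 further: 0% = DMSO alone and 100% = 87 µM carbachol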
#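 System: zebrafish TRPN1-YFP in HEK293 cells / Dosing: 3 µM single point / Timing: dye loading 1 h at 37 °C, then 30 min room temperature / Signal: Fluo-8 calcium fluorescence, excitation 470-495 nm, emission 515-575 nm / Read-out basis: percent activation from peak over basal fluorescence ratio, control-normalized / Control set: high carbachol 87 µM, low DMSO alone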
# EP2 modulator = EP2 receptor (human) modulation; P43116; EP2-expressing cells, cAMP HTRF FRET, PGE2 co-stimulation; induction, % at 25 µM; 0.83% of 260,000 active; AID 940;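 active means compounds whose cAMP rise, as percent of the full-agonist control response, exceeds 60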;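 further: rat C6 glioma line stably carrying human EP2 under a CMV promoter; the protocol text gives 20 µM as final concentration; 100% = response of wells given 1 µM PGE2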
# CHOP inhibitor = CHOP inhibition in unfolded protein response | CHO-K1 CHOP-promoter luciferase, tunicamycin-induced, 15-18 h | 3.8% of 220,000 active | inhibition, % at 10 µM;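 active means compounds that reduced the stress-induced luciferase reporter signal by more than about 70% of percent inhibition, limit read from the data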;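 further: 0% = tunicamycin plus vehicle and 100% = wells without tunicamycin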
# TRPML3 ag = agonists of human TRPML3 channel; 0.29% of 220,000 active; HEK293 TRPML3-YFP, Fluo-8 calcium fluorescence; 100% = the carbachol control signal; activation, % at 3 µM; Q8TDD5;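 active means activation above its plate's cutoff, the mean activation of the plate's test wells plus 3 SD, cut at about 12% in these data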;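 further: 0% = DMSO only wells and 100% = carbachol wells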
# Target sequence (Q8TDD5 whole entry, looked up): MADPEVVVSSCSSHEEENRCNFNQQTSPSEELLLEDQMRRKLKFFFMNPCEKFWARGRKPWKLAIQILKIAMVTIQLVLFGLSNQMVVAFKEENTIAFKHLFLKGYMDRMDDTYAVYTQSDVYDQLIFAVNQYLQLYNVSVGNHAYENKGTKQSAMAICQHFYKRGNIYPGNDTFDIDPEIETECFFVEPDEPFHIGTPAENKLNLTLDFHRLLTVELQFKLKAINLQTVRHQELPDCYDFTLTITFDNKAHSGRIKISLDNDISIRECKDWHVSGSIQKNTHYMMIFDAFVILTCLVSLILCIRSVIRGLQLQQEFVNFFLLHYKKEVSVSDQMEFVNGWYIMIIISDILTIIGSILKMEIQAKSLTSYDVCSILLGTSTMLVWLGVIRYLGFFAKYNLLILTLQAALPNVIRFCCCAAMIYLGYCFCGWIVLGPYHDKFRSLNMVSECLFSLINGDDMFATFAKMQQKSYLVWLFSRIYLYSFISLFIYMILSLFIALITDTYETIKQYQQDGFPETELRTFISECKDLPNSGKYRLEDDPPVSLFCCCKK
#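 Material: HEK293 cells stably carrying human TRPML3-YFP; compound dosing: single dose, 3 µM final nominal compound, 0.3% DMSO final; incubation: 1-h 37 °C dye load, 5-s basal, 120-s post-compound reads; technique: Fluo-8 intracellular calcium fluorescence, excitation 470-495 nm, emission 515-575 nm; read-out basis: percent activation from peak-to-basal fluorescence ratio, scaled between DMSO and carbachol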
# PPC-1+TRAIL kill = kills PPC-1 cancer cells in the presence of TRAIL. 0.41% of 220,000 active. PPC-1 cells + TRAIL, ATPLite viability luminescence. cell killing (% activity), % at 4 µM. AID 1443;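 active means cell killing above 50% in the first pass at 4 µM, then a duplicate retest at 5 µM averaging 50% or more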;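 further: plate controls were cells with TRAIL plus DMSO for no effect and medium-only wells lacking cells for full effect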
# * hit, by the source's call; / = not tested or not shown; & = joins results of further samples; [ ] = another dose, or the depositor's remark. These rows are one share of the data; rates above refer to the full screens.
SMILES	NPY Y1 blocker	14-3-3 Bad PPI	NPY1 pot ag	PGE2 EP2 inh	TRPN1 ag	EP2 modulator	CHOP inhibitor	TRPML3 ag	PPC-1+TRAIL kill
Nc1nnnn1/N=C/c1cccc(OCc2ccccc2Cl)c1	5	-2[fluorescence artefact?]	-19	7	-1.1	41	104*	-0.8	6
COc1cccc(C(=O)O/N=C2\CCS(=O)(=O)c3sccc32)c1	-3	-12	3	4	0.1	-3	8	0.3	1
Cc1nn(Cc2ccccc2Cl)c(C)c1C(=O)NCc1ccco1	1	-4	-3	12	0.3	6	42	0.1	5
COc1ccccc1CN(CC(=O)NCc1ccc2c(c1)OCO2)C(=O)c1ccc2c(c1)OCCO2	-2	-7	-3	11	-0.3	19	15	-0.3	-10
Cc1cc(NC(=O)Cn2nc(C(F)(F)F)c3c2CCC3)n(-c2ccccc2)n1	5	10	3	5	1.1	-5	3	0.1	3
CCCCC1=NN(C(=O)c2cccnc2)C(O)(C(F)(F)F)C1 (configuration not stated)	/	-1	1	5	1.4	0	-17	1.0	-2
COc1ccc(C2=NOC(COc3ccc4c(C)cc(=O)oc4c3)C2)c(OC)c1 (configuration not stated)	/	2	-21	4	-1.8	-24	13	-0.7	-5
CCc1nnc(NCn2nc(C)cc2C)s1	0	8	-30	6	-0.4	23	-23	1.4	27
O=C(CN1C(=O)COc2ccc(Cl)cc21)Nc1ccc2c(c1)OCCO2	11	18[fluorescence artefact?]	-27	8	-0.7	10	14	0.0	32
O=C(c1ccc([N+](=O)[O-])c(CS(=O)(=O)c2ccc(Cl)cc2)c1)N1CCCC1	-6	4	4	3	-2.5	-24	-3	-0.1	-14

# With a hit mark in CHOP inhibitor, of those listed so far:
molecule,NPY Y1 blocker,14-3-3 Bad PPI,NPY1 pot ag,EP2 modulator,CHOP inhibitor,TRPML3 ag
Nc1nnnn1/N=C/c1cccc(OCc2ccccc2Cl)c1,5,-2[fluorescence artefact?],-19,41,104*,-0.8

# Other records follow.
SMILES	NPY Y1 blocker	14-3-3 Bad PPI	NPY1 pot ag	PGE2 EP2 inh	TRPN1 ag	EP2 modulator	CHOP inhibitor	TRPML3 ag	PPC-1+TRAIL kill
Cc1cc(C)nc(N/N=C/c2cc(Br)ccc2O)n1	/	-15	11	8	-0.5	-9	35	0.5	25
CN(C)CCCNC(=S)NCCNc1nc2cc3c(cc2cc1C#N)OCO3	0	-7	15	1	-1.1	-1	12	0.3	-6
Cc1oc(C)c(C(N)=O)c1C(N)=O	-1	9	5	6&13	0.2	4&8	-9	0.6	12
Cc1ccn2cc(CCNC(=O)c3ccc(Br)o3)nc2c1	11	4	5	9	0.1	-14	-26	0.9	-11
COC(=O)c1cccn(CC(=O)c2ccc(Cl)cc2Cl)c1=O	0	-18	7	2	-0.5	22	2	-1.7	14
Cc1cccc(N/C=C/c2onc(C)c2[N+](=O)[O-])c1	-5	5	9	2	-0.1	20	7	0.9	40
CCOC(=O)C(=CNc1cc(OC)ccc1-n1cccc1)C(=O)OCC	/	-4	4	9	-2.5	-9	0	-1.6	13
CC(=O)c1ccc(Nc2c(C)n(C)n(-c3ccccc3)c2=O)cc1	3	-2	-2	5	1.4	-6	11	-0.4	7
O=S(=O)(/C=C/c1ccccc1)Nc1ccc(F)cc1	-3	-15	11	4	-1.5	8	46	-0.2	7
COc1ccc(/C=C/C(=O)NC(C)CCc2ccccc2)cc1 (configuration not stated)	19	-1	2	13	-1.1	-51	31	-0.7	17

# Single values from the list.
# Under PGE2 EP2 inh, Cc1cccc(N/C=C/c2onc(C)c2[N+](=O)[O-])c1 has 2
# Under CHOP inhibitor, Cc1cc(C)nc(N/N=C/c2cc(Br)ccc2O)n1 has 35
# Under CHOP inhibitor, CN(C)CCCNC(=S)NCCNc1nc2cc3c(cc2cc1C#N)OCO3 has 12
# Under TRPML3 ag, COC(=O)c1cccn(CC(=O)c2ccc(Cl)cc2Cl)c1=O has -1.7
# Under 14-3-3 Bad PPI, CCOC(=O)C(=CNc1cc(OC)ccc1-n1cccc1)C(=O)OCC has -4
# Under NPY Y1 blocker, COc1ccc(/C=C/C(=O)NC(C)CCc2ccccc2)cc1 (configuration not stated) has 19

# The listing continues:
SMILES	NPY Y1 blocker	14-3-3 Bad PPI	NPY1 pot ag	PGE2 EP2 inh	TRPN1 ag	EP2 modulator	CHOP inhibitor	TRPML3 ag	PPC-1+TRAIL kill
CCCCC(=O)Nc1ccc2c(c1)OCCO2	-1	2	-8	9	1.9	-11	12	0.5	26
C(=C\c1ccccc1)/CN1CCN(Cc2ccc3c(c2)OCCO3)CC1	15	52	-45	3	1.6	12	24	0.8	3
CC(=O)Nc1cccc(-c2csc(Nc3ccccn3)n2)c1	1	-3[fluorescence artefact?]	5	16	1.1	-38	-7	0.1	39
CCc1nnc(NC(=O)c2ccc(Cl)c(S(=O)(=O)N3CCc4ccccc4C3)c2)s1	-2	-13	-6	12	-1.1	-50	55	0.6	8
CC(OC(=O)c1nsc(Cl)c1Cl)C(=O)NCc1ccco1 (configuration not stated)	3	-8[fluorescence artefact?]	-21	12	-0.5	4	-10	0.2	-14
CCN(CC)C(=O)Cn1c(=O)oc2ccccc21	/	-2	1	6	0.8	13	12	0.8	-15
O=C(c1ccccc1O)N1CCOCC1	/	-2	-10	10	0.8	-6	-16	0.8	14
Nc1nc(SCC(=O)NCc2ccc3c(c2)OCO3)n[nH]1	5	-8	-1	5	-0.8	19	2	0.1	-10
O=C(CCc1ccccc1)N1CCN(CCO)CC1	-4	-5	11	9	2.3	1	16	0.3	-10
CCOC(=O)c1ccc(S(=O)(=O)NNC(=O)COc2ccc(C)cc2)cc1	6	-9	-34	6	-0.6	6	-1	0.7	13
CCc1ccc(C(=O)N/N=C/c2ccc(Cl)cc2Cl)nc1	14	-5	-25	12	-1.2	-29	8	-0.3	14
Cc1cccc(NC(=O)CN2CCN(CC(=O)Nc3cccc(C)c3)CC2)c1	-6	6	-7	8	-0.2	-12	-7	0.5	3
O=C(COC(=O)CCc1nc2ccccc2c(=O)[nH]1)NC(c1ccccc1)c1ccccc1	/	2	-14	3	0.3	20	-7	0.1	-9
CSc1ccccc1C(=O)Nc1cccc([N+](=O)[O-])c1C	0	-10	-7	1	-1.1	-19	3	0.5	12
O=S(=O)(c1cccc2nonc12)N1CCN(c2ccc(F)cc2)CC1	1	3	6	6	1.8	-72	-12	0.7	/
COC(=O)C1=C(C)NC(C)=C(C(=O)OC)C1c1ccc(-c2cccc([N+](=O)[O-])c2)o1	/	-4	-13	12	0.7	12	11	-0.4	-10
O=C(NC1CCN(C(=O)N2c3ccccc3Sc3ccccc32)CC1)c1ccccc1F	-4	3	17	18	-0.8	-17	54	0.0	11
O=C(Nc1cccc(S(=O)(=O)N2CCCCCC2)c1)c1ccc2ccccc2n1	-1	-1	-6	5	0.5	-3	17	0.4	12
O=[N+]([O-])c1ccc(NCCCNS(=O)(=O)c2ccc(Cl)cc2)c(Cl)c1	1	17	27	/	6.0	-5	82*	0.3	2
O=C(CSc1nc(-c2ccccc2)cc(=O)[nH]1)N1CCc2ccccc21	-1	6	-25	26	1.2	17	53	0.9	21

# No new results follow: 4 of the compounds above.
SMILES	NPY Y1 blocker	14-3-3 Bad PPI	NPY1 pot ag	PGE2 EP2 inh	TRPN1 ag	EP2 modulator	CHOP inhibitor	TRPML3 ag	PPC-1+TRAIL kill
Cc1cc(C)nc(N/N=C/c2cc(Br)ccc2O)n1	/	-15	11	8	-0.5	-9	35	0.5	25
CN(C)CCCNC(=S)NCCNc1nc2cc3c(cc2cc1C#N)OCO3	0	-7	15	1	-1.1	-1	12	0.3	-6
Cc1oc(C)c(C(N)=O)c1C(N)=O	-1	9	5	6&13	0.2	4&8	-9	0.6	12
Cc1ccn2cc(CCNC(=O)c3ccc(Br)o3)nc2c1	11	4	5	9	0.1	-14	-26	0.9	-11

# Next compounds.
structure	NPY Y1 blocker	14-3-3 Bad PPI	NPY1 pot ag	PGE2 EP2 inh	TRPN1 ag	EP2 modulator	CHOP inhibitor	TRPML3 ag	PPC-1+TRAIL kill
O=S(=O)(c1ccc2c(c1)OCCO2)N1CCC(O)(c2ccc(Cl)cc2)CC1	-7	-9	2	10	0.7	-45	9	0.7	18
O=C(N/N=C/c1cccc([N+](=O)[O-])c1)c1cc(-c2ccc3c(c2)OCO3)n[nH]1	/	62	6	3	-0.4	-16	-22	-0.1	12
CC(=O)c1ccc(-n2c(-c3cc(-c4ccsc4)n[nH]3)n[nH]c2=S)cc1	9	-13	1	3	2.4	21	4	0.1	6
O=C(COC(=O)c1cccc(S(=O)(=O)N2CCc3ccccc32)c1)Nc1ccc(Cl)cn1	-2	-6[fluorescence artefact?]	6	11	1.1	1	-1	0.7	26
Oc1[nH]c2ccc(Br)cc2c1N=NC(=S)NCC1CCCO1 (configuration not stated)	/	-2	23	4	-2.1	-28	94*	-0.1	16
COc1cc(CC(=O)N/N=C/c2ccccc2)c([N+](=O)[O-])cc1OC	-1	-2[fluorescence artefact?]	5	1	1.3	-25	3	0.9	26
CCC(c1nnc(SCCNCCO)n1CCN1CCOCC1)N(C)C (configuration not stated)	4	38[fluorescence artefact?]	10	21	-0.1	16	10	0.6	2
CCOC(=O)C1(Cc2ccccc2)CCCN(Cc2ccc(OCC)c(CO)c2)C1 (configuration not stated)	6	-6	-9	10	-0.3	-13	23	0.5	16
COc1cccc(NC(=S)N(CCN(C)C)C(C)c2ccncc2)c1 (configuration not stated)	/	31	-2	3	1.9	-4	-2	1.0	25
Cc1ccc(CNC(=O)CSc2nc(N3CCCCC3)nc(N3CCCCC3)n2)cc1	3	5	18	9	-0.2	22	71*	1.2	4
CCCc1nnc(NC(=O)CCC(=O)NCCc2ccc(OC)c(OC)c2)s1	-4	8	-7	9	-0.6	14	-6	-0.2	6
